Source: PubChem
M. tuberculosis HTS: M. tuberculosis growth inhibition, HTS (AID 449762); M. tuberculosis H37Rv growth inhibition, 7H9 media; higher % means a stronger effect; inhibition, % at 25 µM; hits with a dose series show IC50 in µM; hit rate 0.59% among 330,000; in the data active = a potency from the dose series; inconclusive = inhibition above about 70% without an active follow-up result;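 also: bacterial growth assessed after seven days of incubation; strong numbers were not always called active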
influenza NS1A: H1N1 influenza NS1A inhibitors, functional cell based assay (AID 504329); NS1A functional cell-based assay, percent inhibition; higher % means a stronger effect; inhibition, % at 12.5 µM, or IC50 in µM where a hit was titrated; hit rate 0.3% among 340,000; in the data active = a potency from the dose series; inconclusive = inhibition above about 27% without an active follow-up result; also: strong numbers were not always called active
Salmonella PhoP GFP: PhoP regulon inhibitors, Salmonella typhi PhoP promoter GFP reporter, confirmatory (AID 1850) | Salmonella Typhi PhoP-promoter GFP reporter, fluorescence, 4 h; higher % means a stronger effect | inhibition, % at 50 µM, or IC50 in µM where a hit was titrated | hit rate 0.33% among 310,000; in the data active = a potency from the dose series; inconclusive = inhibition mostly from about 25% at the one dose, without a potency; inactive = the rest, 99 in 100 with inhibition below about 19%;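 also: 0% = induced wells with vehicle and 100% = uninduced wells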
tuberculosis growth: growth inhibition of non-replicating M. tuberculosis (AID 488890). Mycobacterium tuberculosis non-replicating, growth inhibition; higher % means a stronger effect. inhibition, % at 25 µM, or IC50 in µM where a hit was titrated. hit rate 0.39% among 320,000; in the data active = a potency from the dose series; inconclusive = inhibition mostly from about 82% at the one dose, without a potency; inactive = the rest, 99 in 100 with inhibition below about 76%;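 also: plate controls were DMSO cells for no effect and high antibiotic wells for full effect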
inhibitors of VEEV: inhibitors of VEEV TC-83 cytopathic effect, confirmation, Vero cells (AID 588727); Vero cells, VEEV TC-83 cytopathic effect inhibition; higher % means a stronger effect; inhibition, % at 20 µM, or IC50 in µM where a hit was titrated; hit rate 0.13% among 350,000; in the data active = a potency from the dose series; inconclusive = inhibition mostly from about 14% at the one dose, without a potency; inactive = the rest, 99 in 100 with inhibition below about 12%; also: strong numbers were not always called active
inhibitors of VEEV 10K pilot screen: further read-out of inhibitors of VEEV, marked with its call; inhibition, %; measured here: 10K pilot screen inhibition
Active calls of the source: *; i = inactive; u = inconclusive; x = not tested or not shown.

SMILES | M. tuberculosis HTS | influenza NS1A | Salmonella PhoP GFP | tuberculosis growth | inhibitors of VEEV | others
O=C1/C(=C\c2cc([N+](=O)[O-])ccc2O)SC(=S)N1Cc1ccc(Cl)cc1 | 13% | 2% | -1% | 59% | i
O=C(COC(=O)c1cc(S(=O)(=O)NCc2ccccc2)ccc1O)c1cc2ccccc2o1 | -7% | 4% | -11% | 1% | 5.5%
O=C(CCCOc1ccccc1)Nc1nncs1 | 3% | 3% | -2% | 33% | 4.7%
CCN(CC)CCCNC(=O)Cn1nc(-c2ccccc2)ccc1=O | -4% | 3% | -1% | -7% | i | inhibitors of VEEV 10K pilot screen=0.3
CC(C)(Cc1ccccc1)NC(=O)C(=O)c1cn(CC(=O)N2CCOCC2)c2ccccc12 | 4% | 16% | -10% | 25% | 3.9%
COc1ccc(-c2[nH]ncc2/C=N\NS(=O)(=O)c2ccc(Cl)cc2)cc1 | -6% | -5% | 6% | 55% | 7.7%
Cc1c(N(C)C(=O)c2ccccc2F)c(=O)n(-c2ccccc2)n1C | -6% | -1% | 9% | -8% | i
Fc1ccc(C2=CCN(C(c3ccc(Cl)cc3)c3nnnn3Cc3ccccc3)CC2)cc1 (stereo not drawn) | 12% | -10% | -8% | u | 0.3%
CCCOc1ccc(NC(=O)c2cc3cc(C)ccc3[nH]2)cc1 | -1% | 3% | -6% | 19% | 0.1%
O=C(O)[C@H]1CCCC[C@H]1C(=O)Nc1cc([N+](=O)[O-])ccc1F | 2% | -2% | 10% | 12% | 1.0%
O=C(CNS(=O)(=O)c1ccccc1)NCC(=O)OCc1ccc(Cl)cc1 | 0% | 1% | 3% | -15% | u
CCOc1nc(-c2ccccc2)ccc1-c1noc(-c2ccc(OC)c(OC)c2)n1 | x | 17% | x | x | 5.4%

The closing two compounds of the section above lead into the next.
SMILES | M. tuberculosis HTS | influenza NS1A | Salmonella PhoP GFP | tuberculosis growth | inhibitors of VEEV | others
O=C(CNS(=O)(=O)c1ccccc1)NCC(=O)OCc1ccc(Cl)cc1 | 0% | 1% | 3% | -15% | u
CCOc1nc(-c2ccccc2)ccc1-c1noc(-c2ccc(OC)c(OC)c2)n1 | x | 17% | x | x | 5.4%
CC(C)C(=O)NC(NC(=S)Nc1ccc(S(N)(=O)=O)cc1)C(Cl)(Cl)Cl (stereo not drawn) | 6% | -2% | 6% | 3% | 0.7%
O=C(Nc1ccccc1C(=O)NC1CC1)c1ccccc1 | -8% | -7% | x | -9% | 2.8%
Nc1nc(N2CCN(C(=O)c3ccco3)CC2)nc2ccccc12 | 1% | 7% | -1% | -1% | 9.4%
O=C(CSc1nc2cc(Cl)ccc2s1)NC1CCCc2ccccc21 (stereo not drawn) | 11% | 4% | -6% | 19% | 0.6%
COC(=O)Nc1nnc(/C=C/c2ccccc2)s1 | 3% | 2% | -1% | 0% | 0.8%
O=C(COc1ccccc1)N1CCc2ccccc2C1 | -1% | 5% | -2% | 68% | i
O=C(O)CCn1c(=O)[nH]c2ccccc2c1=O | -8% | -12% | x | x | 0.8%
CCCCN(C)CCCNC(=O)CC1Oc2ccccc2NC1=O (stereo not drawn) | 3% | -2% | -7% | -3% | 0.2%
Cc1cc(Cl)c(S(=O)(=O)NCc2cccnc2)cc1OCC(N)=O | -5% | 9% | 2% | -9% | 0.4%
Cc1ccc(-n2ncc3c(=O)[nH]cnc32)c(C)c1 | -2% | 4% | 27% | 2% | i
COC(=O)c1cc2ccsc2n1CC(=O)Nc1ccc(N(C)C)cc1 | -12% | 1% | -5% | 3% | i
COc1cccc(NC(=S)NCc2cccnc2)c1 | -21% | 3% | -1% | 52% | 1.1%

Structures above containing an aryl methoxy group (3):
SMILES | M. tuberculosis HTS | influenza NS1A | Salmonella PhoP GFP | tuberculosis growth | inhibitors of VEEV | others
COc1ccc(-c2[nH]ncc2/C=N\NS(=O)(=O)c2ccc(Cl)cc2)cc1 | -6% | -5% | 6% | 55% | 7.7%
CCOc1nc(-c2ccccc2)ccc1-c1noc(-c2ccc(OC)c(OC)c2)n1 | x | 17% | x | x | 5.4%
COc1cccc(NC(=S)NCc2cccnc2)c1 | -21% | 3% | -1% | 52% | 1.1%

Later entries
SMILES | M. tuberculosis HTS | influenza NS1A | Salmonella PhoP GFP | tuberculosis growth | inhibitors of VEEV | others
CS(=O)(=O)N(CC(=O)Nc1ccccc1C(=O)NCc1ccco1)c1ccc2c(c1)OCCO2 | -8% | -2% | -9% | 9% | i
O=C(COC(=O)c1cc(-c2ccccc2Cl)nc2ccccc12)Nc1ncc(C(F)(F)F)cc1Cl | 2% | -4% | 1% | -6% | 2.5%
CCN(CC)c1ccc(N=Cc2c(O)n(CCC3=CCCCC3)c(=O)[nH]c2=O)cc1 | -4% | -2% | -23% | 0% | 8.7%
O=C(Nc1ccccc1C(=O)O)c1cc(S(=O)(=O)NCc2ccccc2)ccc1Cl | -11% | 8% | 6% | -5% | 0.3%
CC(C)C[C@@H]1NC(=O)[C@H](C(C)C)NC(=O)c2cc([N+](=O)[O-])cc(I)c2NCC[C@@H](C(N)=O)NC1=O | -2% | x | -2% | 17% | x
COc1ccc(NC(=O)c2c(N)no[n+]2[O-])cc1 | u | 1% | 6% | 56% | i
COc1ccc(C(=O)Nc2ccnn2C2CCN(C(=O)c3cccnc3)CC2)cc1 | -8% | 25% | -11% | 8% | 1.8%
CCN(CC)c1ccc(S(=O)(=O)N2CCCCC2)cc1NC(=O)C1=COCCO1 | u | -2% | -11% | 22% | 8.4%
O=C(CSc1cccc2cccnc12)OCC(=O)c1ccc(Br)cc1 | 4% | -8% | 3% | 19% | i
COc1ccc(-c2c(C)cc3oc(=O)cc(-c4ccccc4)c3c2C)cc1 | x | -4% | x | x | i
CCOC(=O)c1nnn(-c2nonc2NC(C)=O)c1C | 0% | -2% | -2% | -3% | i
CC(C)N(Cc1nc(-c2ccc(Cl)cc2)no1)C(=O)/C=C/c1ccccc1 | -1% | 1% | -6% | 51% | i
CCC(=O)Nc1cc(C(=O)O)ccc1Sc1ccc(Cl)cc1 | -1% | -3% | -24% | 20% | 0.4%
COc1cc2oc(=O)cc(-c3ccc(-c4ccc(F)c(Cl)c4)cc3)c2c(OC)c1OC | x | -7% | x | x | 0.2%
CCCSC1=C(C#N)C(c2cccnc2)C(C(=O)OCC)=C(c2ccccc2)N1 (stereo not drawn) | 9% | -6% | 12% | -6% | 7.3%
COc1cccc(C(=O)Nc2c3c(nc4c2CCC4)CCCC3)c1 | 6% | -12% | -1% | 5% | 6.2%
O=C(/C=C/c1ccccc1Cl)c1ccc(O)cc1 | u | -2% | 10% | 72% | 12%
CCOc1[nH]n(-c2ccccc2)c(=O)c1C=NCC(=O)OC | -3% | 3% | -8% | 15% | 0.1%
CCCS(=O)(=O)c1nc(S(=O)(=O)c2ccc(C)cc2)c(N2CCC3(CC2)OCCO3)s1 | -1% | 0% | 2% | -1% | 0.6%
Cc1noc(C)c1C(=O)OC(C)C(=O)NC(C)c1ccc(Cl)cc1Cl (stereo not drawn) | -10% | -12% | x | 16% | 3.5%
O=C(c1ccc(C(F)(F)F)cc1)C1CCCN(Cc2cccn2-c2ncccn2)C1 (stereo not drawn) | -6% | 4% | 6% | 22% | i
O=C(CCCOc1ccc(Cl)cc1Cl)N/N=C/c1ccc(Cl)cc1 | -7% | 0% | -8% | 30% | 2.5%
COc1ccc(N2CC(C(=O)Nc3ccc(S(=O)(=O)N4CCOCC4)cc3)CC2=O)cc1 (stereo not drawn) | -1% | -6% | 13% | -5% | 1.6%
COC(=O)N/N=C(\C)c1ccccc1Br | -4% | 4% | -4% | x | i
O=C(COC(=O)COc1ccc2ccccc2c1)NC1CCCc2ccccc21 (stereo not drawn) | 7% | -3% | 7% | 29% | 0.5%
O=C(Nc1cccc(Cl)c1)Nc1ccc2c(c1)C(=O)OC2 | 2% | -4% | 5% | 7% | 1.2%
O=C(Cc1nn[nH]n1)NCc1ccccc1Cl | -1% | 2% | -15% | 2% | 1.1%
CCOC(=O)c1oc2ccc(Br)cc2c1COC(=O)C1=COCCO1 | u | -1% | -1% | -2% | 3.3%
CCOc1ccccc1NC(=O)c1cnccn1 | 0% | -9% | -3% | 18% | 1.5%
CCOc1cnc(-c2ccccc2F)o1 | -10% | -3% | 16% | -17% | 0.6%
Cc1cc(C)n2nc(SCC(=O)N3CCN(c4ccc(F)cc4)CC3)nc2n1 | 5% | -16% | x | 15% | 2.1%
CCOc1ccccc1NC(=O)C(CC)Sc1nc2ccsc2c(=O)n1CCC(=O)O (stereo not drawn) | 2% | 9% | -15% | 8% | i
Cc1c(C(=O)O)cccc1-c1ccc(/C=N/n2cnnc2)o1 | 7% | -4% | 4% | -13% | 1.1%
O=C(COC(=O)CC(NC(=O)c1ccccc1Cl)c1ccccc1)Nc1cccc(F)c1 (stereo not drawn) | 5% | -12% | 1% | 1% | 0.2%
O=C(NCc1ccncc1)c1ccc(Cl)c(S(=O)(=O)N2CCOCC2)c1 | 1% | -4% | -1% | -12% | 1.1%
Cc1ccc(-n2nnnc2SCC(=O)c2ccc3c(c2)NC(=O)CO3)c(C)c1 | -8% | -12% | 14% | 28% | 1.5%
O=c1c2[nH]c3ccc(Cl)cc3c2ncn1Cc1ccccn1 | x | 7% | x | x | 0.6% | inhibitors of VEEV 10K pilot screen=0.6
CC(=O)c1ccc(-c2nc3ccccc3n2C)o1 | 4% | -6% | -2% | -13% | 0.8%
O=c1[nH]c(=O)n(-c2cccc(Cl)c2)c(O)c1C=NCCCN1CCOCC1 | 2% | 9% | -5% | -4% | 0.2%
COc1ccc(Cl)cc1NC(=O)C/C(C)=N/NC(=O)c1ccccc1Cl | 0% | -1% | 3% | -17% | i
COCCn1c(-c2ccccc2)nc2oc3ccccc3c(=O)c2c1=O | -3% | -12% | -4% | -8% | 2.2% | inhibitors of VEEV 10K pilot screen=2.1
O=C(N1CCN(Cc2ccc3c(c2)OCO3)CC1)C(Cl)(Cl)Cl | 7% | -5% | 5% | -1% | 0.1%
Cc1ccc(N)c([N+](=O)[O-])c1 | -12% | -4% | x | 8% | 1.0%
Cc1cccc(C)c1NC(=O)CN(C)CC(=O)Nc1ccccc1Oc1ccccc1 | -2% | -9% | 1% | 8% | 1.1%
Cc1ccc(S(=O)(=O)N2CCCC2C(=O)NCc2ccco2)cc1 (stereo not drawn) | -1% | -17% | -2% | -7% | 0.3%
c1ccc(-c2nn3c(-c4ccco4)nnc3s2)nc1 | -4% | 10% | -8% | -14% | 3.3%
COc1cc(SC)ccc1C(=O)Nc1ccccn1 | -1% | 1% | -5% | 5% | 1.3%
CC1(C)CCC(=O)N(c2ccccc2)C1=O | -3% | 0% | -6% | 26% | 1.0%
O=C(N/N=C/C=C/c1ccccc1)c1cccc(Br)c1 | u | -9% | 10% | u | 0.8%
COC(=O)CN(C(=O)CSc1nnc(-c2cccc(OC)c2)o1)c1ccc(OC)cc1 | -1% | 6% | 1% | -6% | 0.5% | inhibitors of VEEV 10K pilot screen=1.3
CCN1C(=O)/C(=C\N2CCN(C)CC2)SC1=S | 5% | -6% | 4% | -1% | 0.4%
Cc1cccc(C)c1-n1c(C)cc(/C=N/NC(=O)c2ccncc2)c1C | u | 3% | 4% | 78% | 1.9% | inhibitors of VEEV 10K pilot screen=1.5
COc1cc(C(C[N+](=O)[O-])c2c(C)[nH]c3ccccc23)cc(OC)c1OC (stereo not drawn) | 9% | 4% | 0% | 3% | 6.1%
O=C(COC(=O)Cc1ccc(Br)cc1)NC1CC1 | -5% | -16% | x | 62% | 1.8%
N#CCSc1n[nH]c2nc3c(c(=O)n12)C1(CCCC1)Cc1ccccc1-3 | -13% | -15% | -13% | 20% | 1.5%
CCOC(=O)C1=C(C)Nc2nnnn2C1c1c[nH]c2ccccc12 (stereo not drawn) | 13% | x | -8% | 19% | x
O=C(c1cccs1)N1CCN(c2nnc(-c3ccccc3)c3ccccc23)CC1 | -3% | 0% | -7% | 61% | 9.3%
CSCCC(=O)N1CCC(n2nccc2NC(=O)CCc2ccccc2)CC1 | 3% | -3% | 4% | 18% | 1.6%
CC12CC3(C)CC(C)(C1)CC(C(=O)NCC(=O)O)(C2)C3 | 2% | -3% | -6% | 13% | 5.5%
COc1ccc(-c2nc(C#N)c(NCCCN(C)C)o2)cc1OC | -13% | 4% | 18% | 20% | 0.7%
